GALK inh – inhibitors of human galactokinase; Purified GALK, Kinase-Glo residual ATP luminescence; Potency, µM (top dose mostly 57.5 µM), without a hit: at the highest dose activity change, negative = inhibition, most hits filed as inhibitors; 0.007% of 270,000 active; also: potency is read from the fitted curve at half-maximal effect; % is scaled to controls: 0 for no effect and ±100 for the full control effect
Target sequence (P51570 whole entry, looked up): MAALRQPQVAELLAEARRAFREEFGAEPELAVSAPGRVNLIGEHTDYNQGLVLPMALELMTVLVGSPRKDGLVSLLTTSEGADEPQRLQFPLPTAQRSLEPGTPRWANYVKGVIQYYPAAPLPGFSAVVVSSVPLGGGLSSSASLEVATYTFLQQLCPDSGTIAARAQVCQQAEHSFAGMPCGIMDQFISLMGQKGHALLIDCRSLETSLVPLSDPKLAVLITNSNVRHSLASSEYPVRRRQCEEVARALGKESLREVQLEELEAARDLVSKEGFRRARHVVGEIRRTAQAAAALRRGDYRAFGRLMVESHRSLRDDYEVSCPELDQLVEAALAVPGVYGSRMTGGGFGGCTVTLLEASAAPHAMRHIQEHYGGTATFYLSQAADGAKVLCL
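ATP-depletion format; final 35 uM ATP, 100 uM D-galactose, 5 nM enzyme; pH 8.0 HEPES/Mg2+ buffer; 60 min RT; luminescence read 10 min after detection reagent.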
A-T KAP1 phos – candidate therapy for ataxia-telangiectasia | […] A-T fibroblasts, KAP-1 phosphorylation AlphaLISA; neocarzinostatin DNA damage 30 min before lysis | Potency, µM (titrated, usually from 57.5 µM), for inactives: at the highest dose activation, hits mostly activators | 0.19% of 320,000 active; also: potency is read from the fitted curve at half-maximal effect; % of control where 0% means no effect; nearly all actives have a fitted effect of over 45% in size
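ATM-like activity read as KAP-1 phosphorylation via AlphaLISA donor/acceptor antibody pairs after lysis and 6 hr at 25C. Cells were ATM-null patient fibroblasts ([…], hTERT), dosed 60 min, then exposed to the DSB inducer NCS for 30 min.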
Tb PFK inh – blocks T. brucei phosphofructokinase; T. brucei PFK, ADP-Glo luminescence; O15648; 0.17% of 330,000 active; Potency, µM (series often up to 57.5 µM), without a hit: at the top dose activity, negative = inhibition, actives largely listed as inhibitors; AID 485367;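 also: potency is read from the fitted curve at half-maximal effect; 0% = uninhibited 1x PFK enzyme wells and -100% = no-enzyme wells; nearly all actives have a fitted effect of over 60% in size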
Target sequence (O15648 whole entry, looked up): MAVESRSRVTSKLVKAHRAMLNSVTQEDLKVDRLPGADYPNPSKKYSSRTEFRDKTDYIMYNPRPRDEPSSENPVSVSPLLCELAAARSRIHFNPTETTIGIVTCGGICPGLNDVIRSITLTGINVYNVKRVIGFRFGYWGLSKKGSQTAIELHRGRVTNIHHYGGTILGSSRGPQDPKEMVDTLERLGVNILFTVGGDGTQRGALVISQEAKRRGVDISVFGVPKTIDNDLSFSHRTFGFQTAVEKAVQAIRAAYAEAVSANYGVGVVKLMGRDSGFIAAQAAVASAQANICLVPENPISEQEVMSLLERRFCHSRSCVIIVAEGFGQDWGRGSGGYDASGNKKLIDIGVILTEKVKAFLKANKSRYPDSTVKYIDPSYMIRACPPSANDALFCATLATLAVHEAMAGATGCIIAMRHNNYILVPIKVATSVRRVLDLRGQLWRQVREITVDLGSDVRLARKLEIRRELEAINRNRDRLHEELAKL
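1.25 nM PFK with 0.5 mM F6P and 0.1 mM ATP in 0.1 M TEA pH 8.0, 5 mM MgCl2, incubated 45 min at room temperature; ADP measured by ADP-Glo luminescence; compounds titrated up to 57 uM.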
FBPA coupling cs – coupling enzyme interference in Giardia aldolase counter-screen. coupling enzyme system counterscreen, AmpLite Red fluorescence. activity change, negative = inhibition, % at 58.2 µM, hits read low. 0.67% of 290,000 active. AID 2472; in the data active = activity change below about -30%; also: % is scaled to controls: 0 for no effect and ±100 for the full control effect
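Final compound at 57.5 uM, incubated 10 min at RT with coupling enzyme reagent (glyceraldehyde-3-phosphate), then 20 min with substrate and AmpLite Red detection. Fluorescence read at 525/598 nm; tests interference with the coupling assay, not aldolase inhibition.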
CXXC DNA block – blocks binding of human MLL CXXC domain to DNA. Q03164. MLL-CXXC / FITC-HOXA9 DNA fluorescence polarization. Potency, µM (series often up to 115 µM), for the others: at the highest dose activity change, negative = inhibition, actives largely listed as inhibitors. 0.037% of 290,000 active; active = well fitted inhibition curve with a large enough effect in the polarisation, with a control signal flat, not every such curve was filed as active; inconclusive = small, poorly fitted or top-dose-only effect, or effect the other way, or a change in a side signal; inactive = no such curve, though single readings can be large or run the other way; the % refers to the polarisation; also: potency is read from the fitted curve at half-maximal effect
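Purified MLL-CXXC (added from a 7 uM solution) was preincubated 5 min at ambient with pinned compounds in 50 mM Tris-HCl pH 7.5, 50 mM NaCl, 1 mM DTT, 0.05% BSA. Fluorescein-labeled HOX-A9 DNA (50 nM solution) followed, 30 min, then polarization read.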
BCR signal inh – blocks chronic active B-cell receptor signaling | ABC-DLBCL IkBa-CBG/CBR reporter, luminescence ratio, 4 h | Potency, µM (highest dose often 46.1 µM), inactives show at the top dose ratio change, negative = lower green/red ratio, most hits filed as inhibitors | 0.05% of 340,000 active | AID 493014; active = well fitted inhibition curve with a large enough effect in the signal ratio, with a control signal flat, not every such curve was filed as active; inconclusive = small, poorly fitted or top-dose-only effect, or effect the other way, or a change in a side signal; the % refers to the signal ratio;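 also: potency is read from the fitted curve at half-maximal effect; plate controls were basal doxycycline-induced cells for no effect and cells given 10 µM MG132 for full effect; MG132 reads +100%, hits lower the ratio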
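Compounds up to 46 uM were incubated four hours with TMD8 cells whose green CBG68 luciferase is fused to IkappaBalpha; red CBR luminescence normalised the signal, and concentration-effect curves were fitted to fusion, red and ratio data.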
hERG WT inh – inhibitors of human wildtype KCNH2 potassium channel; Q12809; U2OS, BacMam KCNH2, thallium flux FluxOr; active compounds read low; activity change, % at 1.84 µM; 0.37% of 340,000 active; AID 720551;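 active = maximum activity change below -70%; inconclusive = maximum activity change between -70% and -50%; inactive = maximum activity change above -50%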; also: % is scaled to controls: 0 for no effect and ±100 for the full control effect
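U2OS cells were transduced with wild-type KCNH2 virus (2.03 x 10^8 / mL) for 4 h at room temperature, then cultured overnight at 37 C. Thallium flux was read with FluxOr dye. Rate constants were normalized to DMSO controls.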
TCR activator – activators of T cell receptors; primary human leukocytes, anti-CD3, IL-2 HTRF, 48 h; 330,000 tested, under 10 active; Potency, µM (titrated, usually from 9.22 µM), inactives show at the highest dose activation of IL-2 secretion, hits mostly activators; also: % of control where 0% means no effect
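HTRF read-out of IL-2 secretion: europium cryptate donor excited at 320nm, d2 acceptor emission at 665nm. Cells were primary human leukocytes incubated 48 hr with compounds and a-CD3 beads, supplying TCR signal only.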
TSHR antag – antagonists of human thyroid stimulating hormone receptor; 0.2% of 330,000 active; activity change, negative = inhibition, % at 11.5 µM; TSHR-expressing cells, TSH-stimulated cAMP HTRF, 2 h; active compounds read low; P16473;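 active = activity change below a set negative limit, meaning inhibition stronger than a set level, cut at about -70% in these data; inconclusive = activity change between two set negative limits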; also: % is scaled to controls: 0 for no effect and ±100 for the full control effect
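Cell-based HTRF cAMP assay; TSHR cells + compound, TSH EC80 (4nM final), 2 h, 37 deg C. Lysis with anti-cAMP cryptate and cAMP-d2, 30 min RT, read 665/620 nm.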
Giardia killer – Giardia lamblia killing; Giardia lamblia trophozoite viability; activity change, % at 7.66 µM, hits read low; 0.15% of 340,000 active; AID 540267; in the data active = activity change below about -80%; inconclusive = between about -30% and that limit;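 also: parasites exposed to compound for two days anaerobically before the ATP read; % is scaled to controls: 0 for no effect and ±100 for the full control effect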
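Giardia trophozoites, 100 cells per well, were exposed to compounds for 48 hrs at 37 deg C under anaerobic conditions; viability was then read as ATP content by bioluminescence after 15-30 min at room temperature.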
* hit, by the source's call; ? = inconclusive; . = not tested or not shown; [ ] = dose if it differs, or a comment. Unless noted, calls follow the shape of the dose curve; as a rule, active = well fitted curve in the direction sought with a large enough effect; inconclusive = small, poorly fitted or top-dose-only effect, or another doubt; inactive = no such curve, though single readings can be large; an effect the other way counts as inactive or inconclusive. No enrichment for hits; overall some 1.6% were active at least once.

The opening 6 entries, to show the layout:
SMILES	GALK inh	A-T KAP1 phos	Tb PFK inh	FBPA coupling cs	CXXC DNA block	BCR signal inh	hERG WT inh	TCR activator	TSHR antag	Giardia killer
O=c1c(Cc2c(F)cccc2Cl)c(O)ccn1CC1CCCO1 (configuration not stated)	-1%	-1%	5%	-1	2%	-4%	-8	.	-6	8
O=C(Nc1ccccc1N1CCCC1)c1ccc2c(c1)OCO2	1%	-8%	-2%	0	1%	-2%	-2	.	0	6
CCOC(=O)c1sc(NC(=O)/C=C/c2cnn(C)c2C)c(C(=O)OC(C)C)c1C	1%	3%	0%	-1	0%	-2%	-13	1%	0	1
Cc1ccc(-c2ccc(/C=N/O)o2)cc1[N+](=O)[O-]	0%	0%	-1%	0	3%	?	3	-12%	2	-27
O=C(CCOc1ccccc1)Nc1ccnn1C1CCN(C(=O)CCC(F)(F)F)CC1	1%	4%	1%	.	4%	-13%	3	-6%	-2	-1
O=C(N/N=C1\CCCc2ccccc21)c1cccc(Br)c1	4%	4%	-3%	-1	8%	?	-17	1%	-4	13

Main list, repeating the preview:
SMILES	GALK inh	A-T KAP1 phos	Tb PFK inh	FBPA coupling cs	CXXC DNA block	BCR signal inh	hERG WT inh	TCR activator	TSHR antag	Giardia killer
O=c1c(Cc2c(F)cccc2Cl)c(O)ccn1CC1CCCO1 (configuration not stated)	-1%	-1%	5%	-1	2%	-4%	-8	.	-6	8
O=C(Nc1ccccc1N1CCCC1)c1ccc2c(c1)OCO2	1%	-8%	-2%	0	1%	-2%	-2	.	0	6
CCOC(=O)c1sc(NC(=O)/C=C/c2cnn(C)c2C)c(C(=O)OC(C)C)c1C	1%	3%	0%	-1	0%	-2%	-13	1%	0	1
Cc1ccc(-c2ccc(/C=N/O)o2)cc1[N+](=O)[O-]	0%	0%	-1%	0	3%	?	3	-12%	2	-27
O=C(CCOc1ccccc1)Nc1ccnn1C1CCN(C(=O)CCC(F)(F)F)CC1	1%	4%	1%	.	4%	-13%	3	-6%	-2	-1
O=C(N/N=C1\CCCc2ccccc21)c1cccc(Br)c1	4%	4%	-3%	-1	8%	?	-17	1%	-4	13
O=C1/C(=C/c2cccc(F)c2)Oc2cc(O)ccc21	-1%	-1%	2%	1	2%	?	-19	-2%	-6	18
Cc1nn(C(=O)c2cccs2)c(C)c1CN1C(=O)c2ccccc2C1=O	1%	.	0%	3	13%	2%	-19	0%	-9	0
C=CCOC(=O)C1=C[C@H](c2ccc(Br)cc2)[C@@H](CCCO)[C@H](OCC)O1	4%	12%	-7%	0	5%	?	-1	3%	5	8
COc1ccccc1Nc1ccc(S(=O)(=O)N2CCCCC2)cc1[N+](=O)[O-]	0%	0%	-1%	1	-4%	-18%	1	2%[46.1 µM]	-3	-6
CC1(C)C2CC[C@]1(C)C(=O)N(CCCCN1CCN(c3ccccn3)CC1)C2=O	.	0%	-7%	1	2%	1%	20	-3%	-2	-3
Cc1cc(/C=C2\NC(=O)NC2=O)c(C)n1-c1ccc(N2CCOCC2)cc1	-1%	0%	-17%	-14	-1%	4%	-10	8%	18	-15
Cc1noc(C)c1C(c1ccccc1)S(=O)(=O)c1ccccc1 (configuration not stated)	0%	7%	1%	1	7%	-2%	-140*	-1%[46.1 µM]	-1	-1
Cc1ccc(-c2nnc(SCC(=O)N/N=C/c3cccs3)n2-c2ccc(C)cc2)cc1	1%	-4%	11%	3	3%	0%	-6	-4%[46.1 µM]	2	-15
Cc1ccc(NC(NC(=O)OCCn2c([N+](=O)[O-])cnc2C)C(Cl)(Cl)Cl)cc1 (configuration not stated)	0%	-4%	6%	-2	2%	2%	.	-6%[46.1 µM]	-14	.
N#Cc1c2n(c3c(=O)n(Cc4ccc(Cl)cc4)cnc13)CCCC2	7%	-1%	-21%	0	-6%	-4%	2	-2%	-9	-20
Cc1ccccc1C(=O)NNC(=O)CN1C(=O)c2ccccc2C1=O	-2%	-2%	5%	5	2%	-28%	-10	2%[46.1 µM]	7	1
Cc1cccc(OCC(=O)Nc2ccccc2N2CCCCC2)c1	1%	20%	-2%	2	-3%	5%	-5	5%	.	-16
CCC(=O)N1CCN=C1SCc1cccc(C(F)(F)F)c1	2%	9%	-3%	.	-11%	-2%	-8	-2%	10	-2
O=S(=O)(Nc1ccc(N2CCCCC2)cc1)c1cccc2cccnc12	2%	3%	1%	-2	9%	?	-10	3%	5	-6
COc1ccccc1Nc1nc(N)nc(-c2oc3ccccc3c2C)n1	-2%	2%	-1%	2	2%	?	-1	5%	-7	11
COc1ccccc1NS(=O)(=O)c1ccc2oc(N)nc2c1	9%	5%	-23%	-5	5%	-7%	-1	10%	50	-7
COc1ccc(OC)c(NC(=O)NC2(C(F)(F)F)Oc3ccccc3O2)c1	4%	-3%	-9%	-9	4%	-20%	-2	-6%	9	3
CCOC(=O)N1CCC(N(CCOC)C(=O)Nc2ccc(Cl)c(Cl)c2)CC1	1%	-2%	?	1	3%	-1%	2	9%	-7	3
O=C(COC(=O)c1ccco1)NCC1CCCO1 (configuration not stated)	2%	27%	5%	0	7%	0%	-5	-4%	4	12
Cc1ccc(C(C)(O)CS(=O)(=O)Cc2ccccc2)cc1 (configuration not stated)	4%	0%	0%	1	-1%	4%	-7	-7%	-7	28
CC(C)CNC(=O)c1cccc(NC(=O)C(C)C)c1	6%	1%	-6%	1	5%	-2%	-13	4%	1	1
COc1ccc(S(=O)(=O)N2CC3CCCN3c3ccc(C(F)(F)F)cc32)cc1 (configuration not stated)	0%	6%	0%	0	6%	-8%	-11	.	-5	-1
C[C@@H]1CN([C@@H](C)CO)C(=O)Cc2cc(NC(=O)Nc3ccc(C(F)(F)F)cc3)ccc2O[C@@H]1CN(C)S(=O)(=O)c1ccc(Cl)cc1	.	3%	7%	.	.	5%	1	2%	-11	45[activator]
CN1CCN(c2ccccc2NC(=O)c2ccc(N3CCOCC3)c([N+](=O)[O-])c2)CC1	3%	2%	-1%	1	4%	-4%	6	7%	5	-3
COc1cccc(NC(=O)CSc2nc3ccccc3c(=O)n2CCCC(=O)NCC2CCCO2)c1 (configuration not stated)	-1%	13%	-15%	.	7%	4%	12	5%	3	44[activator]
COc1cccc(C2CC(=O)Nc3cc4c(cc32)OCCO4)c1OC(C)C (configuration not stated)	0%	-1%	-5%	1	-3%	-8%	-3	-13%	-3	-6
O=C(O)c1ccccc1-c1ccc(/C=C2\SC(=O)N(c3ccccc3)C2=O)o1	1%	-10%	-2%	9	-3%	8%	-4	.	-1	-15
O=C(c1cccc(C(F)(F)F)c1)N1CCOC12CCN(c1ncc(C(F)(F)F)cc1Cl)CC2	3%	.	.	1	5%	.	12	5%	.	-1
Cc1nc(NC(=O)c2ccc(F)cc2)sc1C(=O)Nc1ccc2c(c1)CCC2	-3%	7%	0%	1	36%[activator]	?	-1	.	-8	13

Retrieved by structure from above:
SMILES	GALK inh	A-T KAP1 phos	Tb PFK inh	FBPA coupling cs	CXXC DNA block	BCR signal inh	hERG WT inh	TCR activator	TSHR antag	Giardia killer
C=CCOC(=O)C1=C[C@H](c2ccc(Br)cc2)[C@@H](CCCO)[C@H](OCC)O1	4%	12%	-7%	0	5%	?	-1	3%	5	8
CCC(=O)N1CCN=C1SCc1cccc(C(F)(F)F)c1	2%	9%	-3%	.	-11%	-2%	-8	-2%	10	-2
